TAAR1 agonist – human TAAR1 agonism | Q96RJ0 | CHO RD-HGA16 TAAR1, Fluo-8 calcium fluorescence; vehicle wells 0%, saturating PEA agonist 100% | activation, % at 3 µM | 0.99% of 360,000 active | AID 624467;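 active = activation above the mean activation of all test compounds in the run plus 3 SD, cut at about 38% in these data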
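Test system: RD-HGA16 (CHO) cells co-expressing Gα16 and hTAAR1; dosing: one-point dosing at 3 µM (nominal); timing: 17-24 h seeding, 75 min 37 °C dye, 30 min RT; signal: kinetic Fluo-8 calcium fluorescence; read-out basis: % activation relative to PEA EC100 response; controls: DMSO and PEA EC100; replicates: n 1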
M4 PAM – potentiates acetylcholine response at human M4 receptor | P08173 | CHO-K1 hM4/Gqi5, Fluo-8 calcium fluorescence, ACh EC20; 0% = ACh EC20, 100% = maximal ACh | activation, % at 3 µM | 0.4% of 360,000 active;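 active = activation above its plate's cutoff, the mean activation of sample wells plus 3 SD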; note: some results filed as inactive read as strong as hits
Target sequence (P08173 whole entry, looked up): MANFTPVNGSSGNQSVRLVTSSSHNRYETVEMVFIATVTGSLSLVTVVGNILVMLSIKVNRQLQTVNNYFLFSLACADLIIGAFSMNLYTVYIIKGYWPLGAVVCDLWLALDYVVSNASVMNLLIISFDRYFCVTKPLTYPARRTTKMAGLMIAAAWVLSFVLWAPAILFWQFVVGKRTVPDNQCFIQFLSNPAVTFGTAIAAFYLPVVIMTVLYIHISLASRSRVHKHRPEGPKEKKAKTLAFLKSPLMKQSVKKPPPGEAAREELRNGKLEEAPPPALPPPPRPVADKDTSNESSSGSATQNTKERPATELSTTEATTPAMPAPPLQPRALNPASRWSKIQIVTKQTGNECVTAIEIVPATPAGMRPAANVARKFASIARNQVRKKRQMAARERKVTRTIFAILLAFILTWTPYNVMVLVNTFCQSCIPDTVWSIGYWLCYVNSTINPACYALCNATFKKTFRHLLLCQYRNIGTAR
CHO-K1 Ca PAM – nonselective activator or artifact in parental CHO-K1 calcium assay; AID 602247; ATP EC20, Fluo-8 calcium fluorescence; 0% at ATP EC20, 100% at ATP max; 0.02% of 360,000 active; activation, % at 3 µM;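 active = activation above the run cutoff, the mean activation of all test compounds plus 3 SD, cut at about 40% in these data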;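 note: peak over basal fluorescence ratio in a 140 s read after ATP addition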
CHRM5 antagonist – blocks acetylcholine activation of human M5 receptor; P08912; CHO-hM5 cells, Fluo-8 calcium fluorescence, ACh EC80; inhibition, % at 3 µM; 0.59% of 360,000 active; AID 624040;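 active = inhibition above a per-plate cutoff, the mean of that plate's test compounds plus 3 SD, cut at about 27% in these data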;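 note: 0% = acetylcholine EC80 with DMSO and 100% = DMSO without agonist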
Target sequence (P08912 whole entry, looked up): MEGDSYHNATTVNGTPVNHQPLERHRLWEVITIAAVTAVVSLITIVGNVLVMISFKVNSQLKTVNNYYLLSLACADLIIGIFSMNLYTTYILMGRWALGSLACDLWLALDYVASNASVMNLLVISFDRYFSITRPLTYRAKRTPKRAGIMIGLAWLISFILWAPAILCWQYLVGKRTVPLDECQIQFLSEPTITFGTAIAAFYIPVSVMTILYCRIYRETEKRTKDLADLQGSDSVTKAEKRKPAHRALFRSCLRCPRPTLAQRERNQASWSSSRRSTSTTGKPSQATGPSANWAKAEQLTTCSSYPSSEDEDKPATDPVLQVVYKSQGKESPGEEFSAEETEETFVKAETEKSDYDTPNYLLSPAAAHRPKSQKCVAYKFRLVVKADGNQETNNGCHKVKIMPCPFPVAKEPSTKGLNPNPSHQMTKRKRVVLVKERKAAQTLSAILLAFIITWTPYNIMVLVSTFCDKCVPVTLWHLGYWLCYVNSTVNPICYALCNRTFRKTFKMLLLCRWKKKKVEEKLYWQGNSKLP
CRFBP-R2 agonist – CRF-BP/CRF-R2 complex agonism; HEK293 CRF-R2/CRF-BP, calcium dye fluorescence (FLIPR); percent of saturating CRF peptide response; activation, % at 13.2 µM; 0.46% of 350,000 active; AID 588473;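 active = activation of at least 50%, plus an integration ratio under a set limit after plate pattern correction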;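 note: plate controls were neutral control wells without compound for no effect and CRF at EC100 for full effect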
TAAR1 antagonist – human TAAR1 antagonism; Q96RJ0; CHO RD-HGA16 TAAR1, Fluo-8 calcium fluorescence, antagonist; inhibition, % at 3 µM; 1.5% of 360,000 active;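 active = inhibition above a per-plate cutoff, the mean inhibition of test compounds on that plate plus 3 SD, cut at about 49% in these data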;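 note: 0% = DMSO plus EC80 beta-PEA response and 100% = DMSO alone without agonist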
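Test system: RD-HGA16 CHO cells with stable hTAAR1 and Gα16 / Probe or stimulus: EC80 β-phenethylamine stimulus / Times: seeding 17-24 h prior, 75-min 37 °C, 30-min RT dye loading / Detection: Fluo-8 calcium-sensitive fluorescence / Read-out basis: % inhibition scaled between DMSO and EC80 PEA controls / Repeats: singlicate, one well per test compound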
M5 PAM – positive allosteric modulators of human muscarinic M5 receptor. P08912. CHO-K1 hM5, Fluo-8 calcium, ACh EC20 PAM; 0% = ACh EC20, 100% = ACh EC100. activation, % at 3 µM. 0.3% of 360,000 active;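 active = activation above the run cutoff, the mean activation of all test compounds plus 3 SD, cut at about 18% in these data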
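Measured by: Fluo-8 calcium fluorescence; material: human M5 receptor in CHO-K1 cells; schedule: Post-acetylcholine fluorescence recording 140 s; benchmarks: low control EC20 acetylcholine (0%), high control EC100 acetylcholine (100%); read-out: Max/basal fluorescence ratio as % of EC20–EC100 ACh window; compound: single dose, 3 µM nominal final test concentration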
CRFBP-R2 block – antagonists of CRF-binding protein/CRF-R2 receptor complex. HEK293 CRF-R2/CRF-BP, CRF-induced calcium fluorescence. 0.59% of 350,000 active. inhibition, % at 11.8 µM. AID 588475;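 active = inhibition of the ligand-induced calcium signal above about 50% at the single tested concentration, limit read from the data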
CHRM5 agonist – CHRM5 agonism in calcium assay; 0.19% of 360,000 active; AID 624037; CHO-K1 hM5 cells, Fluo-8 calcium fluorescence; 0% DMSO wells, 100% maximal acetylcholine response; P08912; activation, % at 3 µM;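 active = activation above the run's mean over test compounds plus 3 SD, cut at about 23% in these data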;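 note: signal is peak over basal fluorescence ratio across the kinetic read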
* = called active by the depositor; nt = not tested or not shown.

SMILES | TAAR1 agonist | M4 PAM | CHO-K1 Ca PAM | CHRM5 antagonist | CRFBP-R2 agonist | TAAR1 antagonist | M5 PAM | CRFBP-R2 block | CHRM5 agonist
CCOC(=O)C1=C(Cn2ccc(C(F)(F)F)n2)NC(=O)NC1c1ccc2c(c1)OCO2 (stereo not drawn) | 16 | -2 | 6 | 6 | -0.9 | -7 | -5 | -19 | -3
COc1cccc(NC(=O)Cn2c(=O)oc3cc(S(=O)(=O)N4CCCC4)ccc32)c1 | 2 | -9 | 10 | 10 | 8.8 | 0 | 5 | 8 | 0
Cc1ccccc1S(=O)(=O)NNC(=O)C(=O)NNc1ccccn1 | 4 | -2 | 16 | 0 | 1.4 | -9 | 5 | -30 | -2
Cc1c(NC(=O)c2cc3c(s2)CCCC3)c(=O)n(-c2ccccc2)n1C | 0 | 2 | 14 | 10 | -4.5 | -31 | 2 | -1 | -2
O=C(c1ccccc1[N+](=O)[O-])N1CCN(c2ccc(N3CCOCC3)nn2)CC1 | 0 | 9 | -8 | -4 | -2.1 | -16 | -1 | 1 | 4
CN(CC(=O)Nc1cccc(F)c1)C(=O)CCc1nc2cc(S(=O)(=O)N3CCOCC3)ccc2n1C | 0 | 7 | 0 | 3 | 1.4 | 1 | 3 | 5 | -7
Cn1c(SCC(=O)N/N=C/c2ccncc2)nc2ccccc21 | 9 | 2 | 17 | -3 | -2.2 | -4 | 4 | 13 | 4
COc1cccc(/C=N/NC(=O)c2cccc3ccccc23)c1 | 1 | -3 | -20 | 2 | -0.8 | -26 | 2 | -2 | -4
Cc1ccc(CS(=O)(=O)CCC(=O)NCCC2=CCCCC2)cc1 | 1 | 7 | 9 | 5 | -1.7 | -17 | 10 | 0 | -3
CC1CC(C)CN(S(=O)(=O)c2ccc(NC(=S)NC(=O)c3ccccc3)cc2)C1 (stereo not drawn) | 0 | -8 | 27 | -4 | 1.1 | 1 | 1 | -41 | -1
CC[C@@H]1CC2=C(C(=O)OC(C)(C)O2)[C@@H](c2ccc(Cl)cc2)O1 | -1 | 3 | 18 | 2 | nt | -10 | -4 | nt | -4
COc1cccc(C(C)NC(=O)Cc2cccs2)c1 (stereo not drawn) | -1 | -6 | 16 | 2 | 8.9 | -7 | -2 | -12 | -12
COc1ccc(S(=O)(=O)N2CCC[C@H]2C(=O)N2CCC[C@H]2C(=O)NCc2ccccc2)cc1C | 0 | 8 | 29 | 1 | nt | -15 | 1 | nt | -1
CN1C(=O)c2cccc3c(S(=O)(=O)Nc4ccccn4)ccc1c23 | 6 | 7 | -2 | 6 | -1.0 | -13 | 1 | -3 | -3
O=C(CCN1C(=O)/C(=C/c2ccccc2Cl)SC1=S)NCCCN1CCOCC1 | 2 | -3 | 6 | 7 | -3.9 | -15 | -4 | 4 | -1
O=S(=O)(NCC1COc2ccccc2O1)c1ccccc1F (stereo not drawn) | 3 | -1 | -17 | 9 | 0.1 | -11 | -9 | 8 | -1
CC(/C=C1\N=C(SCc2ccccc2Cl)SC1=O)=C\c1ccccc1 | 4 | 2 | 11 | 2 | 0.5 | 8 | -11 | 0 | 0
COc1ccc(OCC(=O)N/N=C(\CCC(=O)O)c2cccs2)cc1 | 0 | -3 | 7 | 12 | 2.5 | -6 | 3 | -14 | -1
COc1ccc(CCNC(=O)C2CCN(C(=O)N(C)C)CC2)cc1OC | 9 | -1 | 11 | 3 | 0.2 | -13 | -2 | 4 | 0
CCOC(=O)C(C)n1cnc2scc(-c3ccc(C)cc3)c2c1=O (stereo not drawn) | -3 | 2 | 18 | 5 | -2.0 | -15 | 1 | -4 | -10
Cn1c(=O)n(C)c2cc(S(=O)(=O)N3CCCCC3)ccc21 | -1 | 1 | -7 | 5 | -0.2 | -19 | -5 | 7 | -1
Cn1nnc(NC(=O)c2ccccc2)n1 | 6 | 1 | 1 | 3 | -0.6 | 7 | -1 | 10 | 1
CCn1c(SCc2nc3ccccc3c(=O)[nH]2)nnc1-c1ccncc1 | 5 | 16 | 12 | 1 | -0.3 | -3 | -4 | -21 | -2
CCCNC(=O)COc1ccc2c(=O)c(Oc3ccccc3F)coc2c1 | 1 | -3 | 14 | 0 | -1.9 | 6 | -3 | 7 | -1
CCCn1c(=O)c2c(C(F)(F)F)cc(-c3cccs3)nc2n(CCC)c1=O | 2 | -5 | 13 | -3 | -0.3 | 11 | 3 | -16 | -3
O=C1Nc2ccccc2N(O)N1c1cc(-c2ccccc2Cl)no1 | 11 | 0 | 14 | -4 | -0.1 | -1 | -5 | -6 | -2
CC(=O)Nc1ccc(S(=O)(=O)NCCc2ccc3c(c2)OCCO3)cc1 | 6 | 3 | 8 | 1 | -0.8 | -23 | 1 | 13 | 1
COC(=O)CSc1nnc(CNC(=O)c2ccccc2F)n1-c1ccc(F)cc1 | 3 | 5 | -18 | -7 | 0.3 | -19 | 15 | 8 | 3
CCSc1nnc(NC(=O)Cc2cc(OC)c(OC)c(OC)c2)s1 | 1 | -2 | -12 | 12 | -0.1 | -4 | -3 | 1 | 0
COc1cc(CNc2ncn[nH]2)cc(Br)c1OC | 2 | 1 | 2 | 8 | -2.0 | 11 | 0 | -2 | 2
COc1ccc(C=C2C(=O)c3ccccc3C2=O)cc1O | -2 | 6 | 19 | -4 | -0.7 | 21 | -3 | 66* | 0
COC(=O)[C@H](CC(C)C)NC(=O)N1CCCCC1 | 0 | 6 | 20 | 3 | 0.5 | 4 | 1 | -5 | 0
O=C(C[C@H]1C[C@H](C(=O)N2CCOCC2)[C@@]2(CCC3CCCC3)c3[nH]c4cc(-c5ccco5)ccc4c3CCN2C1=O)NCCC1=CCCCC1 | nt | 0 | 2 | -2 | 4.3 | nt | -2 | -3 | 0
O=C(CCCn1c(=O)c2sccc2n(Cc2cc(=O)n3ccccc3n2)c1=O)NCc1ccco1 | 0 | 4 | 17 | 4 | 0.5 | 0 | -6 | -10 | -1
CC(=O)Nc1ccc(NC(=O)C/C(C)=N/NC(=O)c2cccc3ccccc23)cc1 | 0 | 4 | 13 | -3 | -0.1 | 10 | 0 | 7 | -2
O=C(NCc1cccs1)C1CCN(C(=O)NCc2ccccc2)CC1 | 5 | -2 | 16 | -1 | 2.5 | -18 | 7 | -38 | 1
Cc1cc(C)n2c(SC(C)C(=O)NC3(C#N)CCCCC3)nnc2n1 (stereo not drawn) | 9 | 3 | 8 | 13 | -0.7 | 1 | -16 | 6 | 2
COc1ccc(-c2c(C)n([O-])c3c([n+]2=O)CCCCC3)cc1OC | 5 | 0 | -14 | -1 | -2.4 | -11 | 8 | 13 | 2
COc1ccc(CNC(=O)Nc2ccc3c(c2)c(=O)n(C)n3Cc2cc(C)cc(C)c2)cc1 | 5 | -1 | -4 | 1 | nt | -2 | -1 | nt | 5
CCOC(=O)C1(CCc2ccccc2)CCN(C(=O)Cc2nonc2C)CC1 | 0 | 8 | 28 | 2 | -2.0 | 6 | 6 | 1 | -10
CC(C)n1cc2c(N)ncnc2n1 | 1 | 0 | 6 | 13 | 0.4 | 6 | -11 | 3 | 0
CC(NC1CCCCC1)C(=O)NN=C(c1ccccc1)c1ccccc1 (stereo not drawn) | 11 | -1 | 17 | 3 | 0.9 | 12 | 8 | -5 | -8
CCN(c1cc(C)cc(C)c1)S(=O)(=O)c1nnc(NC(=O)C(C)C)s1 | -4 | -1 | -18 | 3 | -0.5 | -18 | -4 | -4 | 0
O=C(Nc1ccc(OCCO)cc1)c1csc([C@@H]2O[C@H](CO)[C@H](O)[C@H](O)[C@H]2O)n1 | 3 | 4 | 4 | -5 | nt | -17 | -1 | nt | 1
Cn1cc([N+](=O)[O-])c(C(=O)Nc2sc3c(c2C#N)CCC3)n1 | 4 | 2 | 11 | 3 | -0.2 | -7 | 2 | 6 | -1
CC(=O)c1c(C)[nH]c(C(=O)COC(=O)CCCOc2ccccc2)c1C | 3 | 7 | -7 | 3 | -0.4 | -9 | 9 | 6 | 3
O=C(CN1CCN(Cc2cccc(Cl)c2)C1=O)NCc1ccccn1 | 6 | -3 | 20 | 3 | 0.8 | -24 | -2 | -3 | -2
COc1ccc(Cn2nnnc2C(c2cccs2)N2CCCCCC2)cc1 (stereo not drawn) | 6 | -8 | 12 | 9 | 10 | 11 | -10 | 0 | -4
O=C(COc1ccc([N+](=O)[O-])cc1)N(Cc1cccs1)C1CCS(=O)(=O)C1 (stereo not drawn) | 0 | 6 | 20 | 12 | 0.2 | -14 | -3 | 6 | -6
Cc1[nH]c2ccccc2c1C(=O)COc1ccccc1 | 2 | -3 | 7 | 1 | 0.9 | 0 | -9 | 2 | -1
Cc1cccc(C)c1OCC(O)CNS(=O)(=O)c1ccccc1C(=O)N1CCCCC1 (stereo not drawn) | 20 | -19 | 5 | 12 | -2.5 | 21 | -12 | -8 | 3
CN(C)S(=O)(=O)c1ccc(C(=O)OC2CCOC2=O)cc1 (stereo not drawn) | 4 | -2 | 8 | 24 | 0.1 | 1 | -7 | 0 | -2
CCC(=O)Nc1ccc(N2CCOCC2)c(S(=O)(=O)Nc2ccc(Cl)cc2)c1 | 8 | 0 | 9 | 11 | 0.7 | 4 | -2 | -15 | 2
CCOC(=O)c1cnc(-n2nc(C)cc2C)nc1NC1CCCCC1 | 31 | -9 | 16 | 6 | -4.2 | 23 | -6 | -6 | -14
Cn1c(SCC#N)nnc1-c1ccc2c(c1)OCO2 | 4 | -4 | 5 | 4 | -3.8 | -19 | -2 | 28 | 1
CC(OC(=O)c1cnccn1)C(=O)Nc1nc(-c2cccc([N+](=O)[O-])c2)cs1 (stereo not drawn) | 17 | -2 | -23 | 9 | 0.2 | 52* | -31 | -2 | 2
CCOC1=C2CN(S(=O)(=O)c3ccc(C)cc3)[C@H](c3ccccc3)C[C@@H]2N(S(=O)(=O)c2ccc(C)cc2)[C@H](c2ccccc2)C1 | 0 | -3 | 9 | 2 | nt | 3 | 5 | nt | 1
Clc1ccc(-c2csc(N/N=C/c3ccc4c(c3)OCO4)n2)cc1 | 3 | 15 | 21 | -7 | 1.9 | -20 | 7 | -15 | -2

Compounds from the list above with a cyano group, in the order listed:
SMILES | TAAR1 agonist | M4 PAM | CHO-K1 Ca PAM | CHRM5 antagonist | CRFBP-R2 agonist | TAAR1 antagonist | M5 PAM | CRFBP-R2 block | CHRM5 agonist
Cc1cc(C)n2c(SC(C)C(=O)NC3(C#N)CCCCC3)nnc2n1 (stereo not drawn) | 9 | 3 | 8 | 13 | -0.7 | 1 | -16 | 6 | 2
Cn1cc([N+](=O)[O-])c(C(=O)Nc2sc3c(c2C#N)CCC3)n1 | 4 | 2 | 11 | 3 | -0.2 | -7 | 2 | 6 | -1
Cn1c(SCC#N)nnc1-c1ccc2c(c1)OCO2 | 4 | -4 | 5 | 4 | -3.8 | -19 | -2 | 28 | 1
